FBW7 act: human FBW7 E3 ligase activation, primary screen. Q969H0. AlphaScreen FBW7–phospho-cyclin E peptide binding, activator screen. normalized activity (activation), % at 26.1 µM. 650,000 compounds, 0.13% hits. AID 1259310; in the data active = normalized activity above about 1.9%;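 also: purified mutant Fbw7 with reduced substrate affinity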
TEAD-YAP inh: TEAD-YAP interaction inhibition. HEK-TIYL cells, TEAD-Gal4/YAP UAS-luciferase luminescence. inhibition, % at 9.12 µM. 640,000 compounds, 1.4% hits; in the data active = inhibition above about 32%;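 also: 0% = median of test compound wells and 100% = reference inhibitor wells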
MITF inh: inhibitors of human MITF; O75030; AlphaScreen MITF homodimerization, bead proximity signal; inhibition, % at 2.6 µM; 650,000 compounds, 0.91% hits; AID 1259374; in the data active = inhibition above about 50%;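 also: 0% = vehicle wells with protein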
Target sequence (O75030 whole entry, looked up): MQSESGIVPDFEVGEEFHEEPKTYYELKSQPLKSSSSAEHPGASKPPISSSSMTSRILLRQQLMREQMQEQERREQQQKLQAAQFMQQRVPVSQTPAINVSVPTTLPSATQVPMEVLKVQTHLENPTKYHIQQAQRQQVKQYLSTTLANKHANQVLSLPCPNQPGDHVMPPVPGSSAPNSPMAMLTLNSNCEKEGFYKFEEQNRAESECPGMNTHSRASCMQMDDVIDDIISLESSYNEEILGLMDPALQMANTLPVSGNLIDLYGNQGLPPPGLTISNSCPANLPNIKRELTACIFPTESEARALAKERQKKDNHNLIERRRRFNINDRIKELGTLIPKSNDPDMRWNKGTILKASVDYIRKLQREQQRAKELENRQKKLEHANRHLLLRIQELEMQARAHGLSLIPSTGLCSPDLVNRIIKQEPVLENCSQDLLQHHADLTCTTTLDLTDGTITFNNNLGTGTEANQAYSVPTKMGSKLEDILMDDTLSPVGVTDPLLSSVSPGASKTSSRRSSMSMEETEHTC
GPR151 ag: activates the human receptor GPR151. AID 1508602. 650,000 compounds, 1% hits. Q8TDV0. activation, % at 11.2 µM. PathHunter beta-arrestin GPR151 cells, luminescence; in the data active = activation above about 4.9%;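 also: 0% = median of compound wells and 100% = cells with positive control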
Target sequence (Q8TDV0 whole entry, looked up): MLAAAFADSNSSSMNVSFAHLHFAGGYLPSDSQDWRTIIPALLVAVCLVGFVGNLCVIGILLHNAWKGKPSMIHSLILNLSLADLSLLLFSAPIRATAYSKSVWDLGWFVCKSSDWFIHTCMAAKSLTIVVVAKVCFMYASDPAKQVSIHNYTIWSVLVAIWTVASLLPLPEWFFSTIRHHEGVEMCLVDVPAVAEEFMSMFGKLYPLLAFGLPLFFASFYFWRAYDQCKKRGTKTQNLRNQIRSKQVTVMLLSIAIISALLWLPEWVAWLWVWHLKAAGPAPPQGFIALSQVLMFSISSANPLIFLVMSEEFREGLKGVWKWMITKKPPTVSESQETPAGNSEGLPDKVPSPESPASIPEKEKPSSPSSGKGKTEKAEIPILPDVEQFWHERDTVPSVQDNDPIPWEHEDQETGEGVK
Starred values were filed as active, the others as inactive; / = no result given; & = joins results of further samples.

The first 3 records as a preview:
SMILES	FBW7 act	TEAD-YAP inh	MITF inh	GPR151 ag
O=c1c2ccccc2nc(/C=C\c2cccc(Br)c2)n1-c1cccc(F)c1	0.7	2	5	-0.2
CCOc1cccc(CNCCc2c(C)[nH]c3ccc(OC)cc23)c1O	-0.2	8	20	0.1
Clc1ccc(C2CC3CCC2N3)cn1 (stereo not drawn)	0.0&0.3	1	6&29	-0.1&-1.7

Results, from the first entry:
SMILES	FBW7 act	TEAD-YAP inh	MITF inh	GPR151 ag
O=c1c2ccccc2nc(/C=C\c2cccc(Br)c2)n1-c1cccc(F)c1	0.7	2	5	-0.2
CCOc1cccc(CNCCc2c(C)[nH]c3ccc(OC)cc23)c1O	-0.2	8	20	0.1
Clc1ccc(C2CC3CCC2N3)cn1 (stereo not drawn)	0.0&0.3	1	6&29	-0.1&-1.7
CCOC(=O)c1c(C)n(Cc2ccccc2)c2ccc(OCC(O)CN3CCN(CCO)CC3)cc12 (stereo not drawn)	-0.1	-6	6	1.0
COc1ccc(N2CCN(CCCN)CC2)cc1	-0.6	1	7	0.9
Cc1ccc(-n2c(/C=C/c3ccc4c(c3)OCO4)nc3ccccc3c2=O)cc1C	0.7	14	5	-2.4
O=C(c1ccc(Cl)cc1)C1CCCN(CCO)C1 (stereo not drawn)	0.8	2	9	-0.7
O=C(Nc1ccc(Cl)c(Cl)c1)c1cccn(Cc2ccccc2Cl)c1=O	0.1	4	1	-2.2
OC1CC2C(Cl)C1NC2(C(F)(F)F)C(F)(F)F (stereo not drawn)	0.0	9	2	0.4
C[C@H]1O[C@H](OC2[C@@H](O)[C@@H](O)C(O)[C@H](O)[C@H]2O)[C@@H](N)C[C@@H]1N=C(N)C(=O)O (stereo partly drawn)	-0.2&0.0	-3&-4	5&16	-1.8&4.1
COc1cc(C=C2C(=O)NC(=S)NC2=O)ccc1OC(=O)c1ccc(C)cc1	0.1	1	13	6.6*
COC(=O)c1cn(Cc2cc(C(C)=O)ccc2OC)c2ccccc12	0.0	-6	-6	1.5
CCOC(=O)C(O)(c1ccc(C2CC2C2CC2)o1)C(F)(F)F (stereo not drawn)	0.0	-3	1	0.7
CC(C)OP(=O)(CN1CCOCC1)OC(C)C	0.1	8	-19	-0.7
CCCN=Cc1c(O)[nH]c(=S)[nH]c1=O	0.0	-2	3	1.3
COC(=O)c1cc2c(C(F)(F)F)cc(OP(=O)(OC)OC)nc2s1	0.1	2	3	1.3
O=c1cccc2n1CC1CC2CN(C(=S)Nc2cccc(C(F)(F)F)c2)C1 (stereo not drawn)	0.1	-6	-3	1.0
CSc1ccc(CN2CCN(Cc3ccc(Br)cc3)CC2)cc1	-0.1	-2	78*	2.0
Cc1ccc(-n2c(/C=C/c3ccccc3C(F)(F)F)nc3ccccc3c2=O)cc1	-0.1	1	15	1.3
Cc1cccc(Cl)c1NC1=NCCCS1	-0.1	6	-5	-1.8
CCCCCc1nc2ccccc2c(=O)n1-c1ccc(C)cc1	-0.6	-6	4	0.8
C/C(N)=C(/C#N)C(=O)COC(=O)C(O)(c1ccccc1)c1ccccc1	-0.1	5	3	-0.8
CCC1(c2ccc(N)cc2)CCC(=O)NC1=O (stereo not drawn)	-0.4&0.3&-0.1&0.1	1&-5	-2&13&1&-1	-1.9&-0.6&-0.7&-0.9
O=C(c1cc2c(s1)-c1ccccc1S(=O)(=O)C2)N1CC1	0.1	-7	-6	-1.0
Cc1cc(C=C(C#N)C#N)c(C)n1C1CC1	-0.1	6	-1	-0.6
OC1(c2ccccc2)CCNC2CCCCC21 (stereo not drawn)	-0.1	-2	-6	-1.4
O=C(CF)NC(NC(=S)Nc1cccc(C(=O)O)c1)C(Cl)(Cl)Cl (stereo not drawn)	0.5	8	11	0.7
Cc1ccc(CC2C(=O)N(C)C(=O)N(C)C2=O)s1	0.2	7	14	0.6
CC(=O)Nc1ccc(NC(=S)NC(NC(=O)CF)C(Cl)(Cl)Cl)cc1 (stereo not drawn)	0.0&-0.1	4&-8	-4&-15	-0.9&0.5
O=C(Cn1c(=O)n(CC2CS2)c2ccccc21)N1CCCCCC1 (stereo not drawn)	0.1	-4	7	-0.4

3 entries from above, in markdown:
| mol | FBW7 act | TEAD-YAP inh | MITF inh | GPR151 ag |
| --- | --- | --- | --- | --- |
| O=C(CF)NC(NC(=S)Nc1cccc(C(=O)O)c1)C(Cl)(Cl)Cl (stereo not drawn) | 0.5 | 8 | 11 | 0.7 |
| Cc1ccc(CC2C(=O)N(C)C(=O)N(C)C2=O)s1 | 0.2 | 7 | 14 | 0.6 |
| CC(=O)Nc1ccc(NC(=S)NC(NC(=O)CF)C(Cl)(Cl)Cl)cc1 (stereo not drawn) | 0.0&-0.1 | 4&-8 | -4&-15 | -0.9&0.5 |

Additional records.
SMILES	FBW7 act	TEAD-YAP inh	MITF inh	GPR151 ag
O=C1NC(=O)N(Cc2ccccc2)C(=O)/C1=C\c1ccc(O)c(O)c1	-0.4	-11	29	-1.4
COc1cc2c(cc1O)[C@@H]1Cc3ccc(OC)c(O)c3CN1CC2	-0.1	44*	14	6.0*
Fc1ccc(CN2CCN(c3ccccc3)CC2)cc1F	0.0	-6	40	0.8
O=C1C=C2C(=CCOC2O)O1 (stereo not drawn)	0.3&0.9	39*	29&29	-0.2&-1.7
O=C(CN1C(=O)c2ccccc2C1=O)Nc1ccc(Cl)cc1C(=O)c1ccccc1Cl	0.0	1	21	-0.6
CC(=O)N1CC[N+](C)(C)CC1	0.7	/	12	-0.5
O=C(Cc1ccc(F)cc1)N(Cc1ccco1)C1CCN(Cc2ccncc2)CC1	-0.2	-8	2	1.8
O=C(COc1ccccc1)N1CCN(CC2CC3C=CC2C3)CC1 (stereo not drawn)	-0.1	6	38	0.6
CCOC(=O)c1n[nH]c(N[N+](=O)[O-])n1	-0.1	-1	-7	0.6
CN1C2CC(OC(=O)C(CO)c3ccccc3)CC1C(O)C2 (stereo not drawn)	0.3&0.7&0.2	4&0&-4	3&-5&-6	2.0&1.3&2.4
Cc1cc(C)cc(CN2CCN(CC(C)C)C(CCO)C2)c1 (stereo not drawn)	0.0	8	6	0.8
CCOC(=O)C1C2NC(=S)N(c3ccc(Br)cc3)C1(C)Oc1c(OCC)cccc12 (stereo not drawn)	-0.9	4	23	0.4
Cc1cc([N+](=O)[O-])c(N2CCN(C)CC2)c([N+](=O)[O-])c1	0.5	13	9	-0.1
N#Cc1ccc(NC(=O)CCl)cc1Cl	0.4	19	18	-1.1
COc1ccc(CN2CCN(Cc3ccccc3)CC2)cc1O	0.1	-1	-12	1.0
O=C1NC(=S)NC(=O)C1C/C=C/c1ccccc1	-0.5	9	5	0.5
CN(C)P(=NC(=S)c1cccn1C)(N(C)C)N(C)C	-0.1	-4	-7	-1.5
NC(Cn1oc(=O)[nH]c1=O)C(=O)O (stereo not drawn)	0.1&-0.2	1&-5	1&6	1.6&-1.2
N#CC1=C(N)Oc2c(c(=O)oc3ccccc23)C1c1ccco1 (stereo not drawn)	0.2	11	12	1.2
CN1CCC2(CC1)CC(NC=O)c1ccccc1O2 (stereo not drawn)	-0.1	3	-1	-1.1
CCOc1cc(C=C2C(=O)N(C)C(=S)N(C)C2=O)ccc1OC(C)C(=O)O (stereo not drawn)	-0.8	11	14	-0.6
COc1ccccc1C1(O)CC2CCC(C1)N2Cc1cccnc1 (stereo not drawn)	0.1	11	11	-0.6
O=c1c2ccccc2nc(/C=C/c2ccc(O)cc2)n1-c1cccc([N+](=O)[O-])c1	0.1	9	18	-0.6
OCCN1CCN(Cc2ccc(Cl)cc2Cl)CC1	0.0	8	51*	-0.3
COC(=O)c1[nH]cnc1C(=O)Nc1ccc(Cl)cc1C(=O)c1ccccc1	0.1	8	16	0.6
CCC1(C2=NCCN2)Cc2ccccc2O1 (stereo not drawn)	-0.1&0.0&0.2	0&-2	-8&9&-7	0.0&-1.0&0.7
CC1(C)CC(N2CC2)=CC(=[N+]2CCCC2)C1	-0.1	8	-35	0.1
c1ccc(NC2=NCCS2)cc1	-0.1	-6	5	1.2
N#Cc1cc(NC(=O)c2cccs2)ccc1N1CC2CC(C1)c1cccc(=O)n1C2 (stereo not drawn)	0.1	-1	13	0.3
CCOC(=O)C1(c2ccccc2)CCN(C(=O)c2ccccc2O)CC1	0.0	3	5	-0.5
COc1ccc(-n2c(O)c(/C=C3\C=Nc4ccc(Br)cc43)c(=O)[nH]c2=O)cc1	-0.1	-2	16	-0.9
CCCN1CC[C@@H]2c3cc(O)ccc3CC[C@@H]21	0.0	-1	-5	0.1
COc1ccc(F)c(C2NCc3ccccc3-n3cccc32)c1 (stereo not drawn)	-0.2	-4	5	0.0
Cc1cccn2c(CN3CC=C(c4ccccc4)CC3)c(C(=O)N3CCOCC3)nc12	0.1	-1	-5	-0.8
O=C(c1ccccc1)c1cc(Br)ccc1NC(=O)C1CC1	0.0	-8	-12	0.1
O=C(CC(O)C(Cl)(Cl)Cl)Nc1ccccc1 (stereo not drawn)	-0.1	1	-1	1.1
Cc1cccc(C)c1-n1nnnc1C1(NCCc2c(C)[nH]c3c(Cl)c(Cl)ccc23)CCCCC1	0.2	11	13	-0.2
O=C(CN1CC(c2ccccc2)CC1=O)NCc1ccc2c(c1)OCO2 (stereo not drawn)	0.0	-3	8	1.5
O=C(NCc1cccs1)c1ccc(CN2CC3CCC2C3)[nH]c1=O (stereo not drawn)	0.0	-10	-3	-1.4
COc1cc2[nH]c(=S)n(-c3ccccc3)c(=O)c2cc1OC	0.6	-1	14	-0.8
O=[N+]([O-])c1ccc(NCCN2CCOCC2)c2ccncc12	-0.2	0	-11	3.9
C=CCOC(=O)C1=C(C)OC(N)=C(C(=O)OC)C12C(=O)N(C)c1ccccc12 (stereo not drawn)	0.0	2	47	-1.4
CCOc1ccccc1CN1CCN(c2ccccc2)CC1	0.0	2	38	-0.9
COc1ccc(OC)c(N2C(=O)NC(=O)/C(=C/c3ccc([N+](=O)[O-])s3)C2=O)c1	-0.4	7	15	-0.5
O=c1[nH]c(O)c(C=Nc2ccc(Cl)c(C(F)(F)F)c2)c(=O)[nH]1	-0.5	7	-32	-0.9

Single entries from the list:
COc1cc2[nH]c(=S)n(-c3ccccc3)c(=O)c2cc1OC – FBW7 act = 0.6
COc1ccc(OC)c(N2C(=O)NC(=O)/C(=C/c3ccc([N+](=O)[O-])s3)C2=O)c1 – GPR151 ag = -0.5

Continued.
SMILES	FBW7 act	TEAD-YAP inh	MITF inh	GPR151 ag
CC(C)Cn1c(=O)c(C(=O)NCc2ccco2)c(O)c2ccccc21	-0.1	-6	-4	0.1
NCC(CS(=O)(=O)O)c1ccc(Cl)cc1 (stereo not drawn)	0.1	/	-12	-1.8
O=C(CN1CC(c2ccccc2)CC1=O)Nc1ccc(Br)cc1 (stereo not drawn)	-0.4	3	1	-0.4
CNc1cc(N2CCN(C)CC2)ccc1[N+](=O)[O-]	0.7	1	4	-0.2
COCC1=C(C(=O)OC)C2(C(=O)Nc3ccccc32)C(C#N)=C(N)O1 (stereo not drawn)	-0.1	15	10	-0.4
CC[N+](CC)(CCCNC1=CC(=O)C(NCCC[N+](CC)(CC)Cc2ccccc2)=CC1=O)Cc1ccccc1	0.0	/	5	-0.8
CCOC(=O)C1C(=O)NC23CCCCC2C1c1cc(OC)ccc1O3 (stereo not drawn)	0.7	20	14	1.2
CCOC(=O)C1=C(C)NC(C)=C2C(=O)Oc3ccccc3C12 (stereo not drawn)	0.1	0	-3	0.5
O=c1oc2ccccc2c(O)c1C(c1ccncc1)c1c(O)c2ccccc2oc1=O	-0.1	2	6	-1.4
CC[C@@H]1/C=C\C=C\C[C@H](C)[C@@H](O)[C@@H](C)C(=O)[C@H](C)[C@@H](O)[C@H](C)C(=O)[C@H](C)[C@@H](O)[C@H](C)/C=C/C(=O)O[C@H]2[C@@H](C)[C@@H](CC1)O[C@@]1(CC[C@@H](C)[C@@H](C[C@H](C)O)O1)[C@@H]2C	0.2	4	-23	-1.5
O=c1c2ccccc2nc(/C=C/c2ccc([N+](=O)[O-])o2)n1-c1ccc(O)cc1	0.2	-3	27	-2.6
CCN(CC)P1(=S)C(N(C)C)=Nc2ccc(Br)cc21 (stereo not drawn)	0.2	0	3	2.1
NP(N)(=O)NC(=O)c1ccc(F)cc1	0.0	/	5	-1.4
COc1ccc(OC)c(CN2CCN(c3ccccc3C)CC2)c1	-0.1	5	26	1.1
COc1ccc(OCC#CCN2CCNCC2)cc1	-0.2	-6	59*	-1.3
CCCn1c(=O)c2[nH]c(C3CCCC3)nc2n(CCCOC(=O)c2ccc(S(=O)(=O)F)cc2)c1=O	0.1	-3	17	3.5
CCC1(CC(=O)c2ccccc2)C(=O)NC(=O)NC1=O	-0.1	-13	-5	-1.3
CN1C(=O)N(C)C(=O)C(CCc2ccncc2)(Cc2ccc3c(c2)OCO3)C1=O	0.0	3	13	-0.3
CN(C)C1C(=O)C(C(N)=O)=C(O)C2(O)C(=O)C3=C(O)c4c(O)cccc4C(C)(O)C3CC12 (stereo not drawn)	0.2	15	51*	-1.3
CC(NC(=O)Oc1ccccc1)C(c1cccs1)N1CCOCC1 (stereo not drawn)	0.0	-9	5	-0.5
CC[n+]1c(SC)ccc2cc(OC)ccc21	0.0	5	-10	-0.1
O=[N+]([O-])c1cc(F)c(N2CCOCC2)cc1N1CCNCC1	-0.1	10	9	0.1
COc1cccc([C@@H](C)NC(=O)c2cn(CCN3CCCC3)c3cc(-c4cn[nH]c4)ccc23)c1	-0.3	-6	17	0.0
O=C1CCCN1CC#CCN1CCCC1	0.2&0.0	2	19&-1	-1.1&1.1
COc1cc(/C=N/n2cnnc2)ccc1OC(=O)N(C)C	0.1	5	-5	0.0
O=C(Cn1c(=O)oc2ccccc21)N1CC2CC(C1)c1cccc(=O)n1C2 (stereo not drawn)	-0.1	7	1	-1.3

Screening data: PubChem BioAssay, The Scripps Research Institute Molecular Screening Center

Only part of the results is shown; the hit share may differ from the screen's.
